RTF Ca sens act = increases calcium sensitivity of human cardiac regulated thin filaments; P19429+P45379; IANBD-labeled TnC RTF fluorescence at EC20 calcium; 0% EC20 calcium, 100% full calcium; activation, % at 7.2 µM; actives 0.24% (n = 340,000); AID 493008;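 active = activation above the mean over all tested compounds plus 3 SD, cut at about 30% in these data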;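 note: rise in fluorescence read as greater calcium sensitivity of cardiac thin filaments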
Rtt109 Vps75 = C. albicans Rtt109 histone acetyltransferase inhibition; Q5AAJ8; actives 0.16% (n = 330,000); purified Rtt109/Vps75, ThioGlo CoA-SH fluorescence, 4 h; inhibition, % at 34.9 µM; AID 540336;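 active = inhibition of at least 50% in every replicate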
Target sequence (Q5AAJ8 whole entry, looked up): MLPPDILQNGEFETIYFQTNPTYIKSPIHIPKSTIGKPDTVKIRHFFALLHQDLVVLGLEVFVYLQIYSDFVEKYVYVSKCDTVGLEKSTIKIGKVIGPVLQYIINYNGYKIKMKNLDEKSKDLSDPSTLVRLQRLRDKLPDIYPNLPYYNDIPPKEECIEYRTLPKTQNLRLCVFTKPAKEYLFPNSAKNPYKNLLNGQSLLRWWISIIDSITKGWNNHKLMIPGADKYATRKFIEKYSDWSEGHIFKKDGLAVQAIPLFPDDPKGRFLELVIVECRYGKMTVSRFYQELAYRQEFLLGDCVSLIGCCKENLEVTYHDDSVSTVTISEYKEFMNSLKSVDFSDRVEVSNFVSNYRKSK
Mot1-301 SUMO = inhibitors of SUMOylation pathway: yeast Mot1-301 growth rescue; S. cerevisiae Mot1-301 growth rescue, ATP luminescence, 38.5C; percent above DMSO median, 100 means doubled; growth rescue, % at 18.8 µM; actives 1% (n = 320,000); AID 2716;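 active = every valid replicate shows activation above 250% relative to neutral control wells; inactive = the rest, any valid replicate at or below 250%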;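 note: OY570 slx delta 5 strain wells were the positive control but not used for scaling; some compounds called inactive have numbers as strong as hits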
C-LANA FP = inhibitors of KSHV LANA C-terminal domain DNA binding | MBP-C-LANA/FAM-LBS DNA binding, fluorescence polarization | inhibition, % at 9 µM | actives 0.078% (n = 340,000);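 active = highest replicate inhibition at or above 60% at 9 µM, even if other replicates fall short; inactive = all replicates below 60% inhibition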;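 note: 0% = neutral control wells and 100% = 4 µM acridine orange control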
CDK5 inh = CDK5/p35 (human) kinase inhibition; inhibition, % at 10 µM; Recombinant CDK5/p35, ADP-Glo luminescence, 60 min; actives 0.01% (n = 330,000);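 active = highest replicate inhibition of at least 50% and at least 75% of replicates reaching 50%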;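 note: plate controls were DMSO neutral control for no effect and GW8510 at 10 µM for full effect; many of its hits are not listed in these tables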
NSD2 inh = inhibitors of human histone methyltransferase NSD2; inhibition, % at 12.5 µM; AID 743445; actives 0.54% (n = 310,000); NSD2 peptide methylation, AlphaScreen, 120 min; O96028; in the data active = inhibition above about 50%
dFosB activator = activators of mouse delta FosB homodimer; P13346; purified delta FosB, TAMRA-CDK5 oligo fluorescence polarization; percent of positive-control signal above neutral wells; activation, % at 25 µM; actives 0.99% (n = 340,000);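 active = mean activation above about 17%, with every replicate also reaching it, limit read from the data, passing the limit was not always enough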;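 note: fluorescence polarization rise as delta FosB binds a TAMRA Cdk5 AP-1 oligo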
Target sequence (P13346 whole entry, looked up): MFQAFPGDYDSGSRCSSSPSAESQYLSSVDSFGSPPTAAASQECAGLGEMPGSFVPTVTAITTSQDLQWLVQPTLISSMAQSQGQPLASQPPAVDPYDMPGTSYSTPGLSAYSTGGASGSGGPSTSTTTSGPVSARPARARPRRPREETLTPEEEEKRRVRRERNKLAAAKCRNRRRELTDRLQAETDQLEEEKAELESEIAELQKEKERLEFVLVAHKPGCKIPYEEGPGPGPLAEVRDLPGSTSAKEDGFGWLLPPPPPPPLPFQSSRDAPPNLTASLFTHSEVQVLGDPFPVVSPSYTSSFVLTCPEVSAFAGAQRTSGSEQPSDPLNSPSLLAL
Keap1-Nrf2 PPI = disrupts human Keap1 binding to Nrf2 peptide. Q14145. actives 0.15% (n = 340,000). inhibition, % at 9.4 µM. Keap1 Kelch-Nrf2 peptide fluorescence polarization, 1536-well. AID 504523; in the data active = inhibition above about 12%;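 note: human Keap1 Kelch domain with fluorescein labeled Nrf2 9mer peptide probe; 0% = neutral control wells and 100% = peptide positive control; higher means more block of Keap1 binding to Nrf2 peptide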
PvdQ acylase = P. aeruginosa PvdQ acylase inhibition | purified PvdQ acylase, fluorescence plate reader | inhibition, % at 10 µM | actives 0.063% (n = 340,000) | AID 488965; in the data active = inhibition above about 30%, passing the limit was not always enough;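 note: 0% = vehicle neutral wells and 100% = reference inhibitor wells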
PfHsp90 set2 = growth inhibition of yeast expressing Plasmodium Hsp90 | S. cerevisiae expressing PfHsp90, BacTiter-Glo ATP, 48 h; yeast lacking PDR1 and PDR3 efflux regulators | inhibition, % at 9.4 µM | actives 0.32% (n = 310,000);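 active = every replicate shows inhibition above about 80%, whatever the replicate mean, limit read from the data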;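 note: 0% = DMSO neutral controls and 100% = 20 µM radicicol positive controls; yeast relying on Plasmodium falciparum Hsp90 in place of its own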
RTF Ca sens inh = cardiac RTF calcium desensitization | actives 0.12% (n = 340,000) | IANBD-labeled cardiac RTF, Ca2+ fluorescence | inhibition, % at 7.15 µM | P19429+P45379 | AID 493244;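 active = inhibition above the mean inhibition of all tested compounds plus 3 SD, cut at about 17% in these data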;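 note: assay run at fixed EC70 calcium of 1.6 mM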
Starred values were filed as active, the others as inactive; & = joins results of further samples.

What do the screens show for `CCCCCCSC1=C(C#N)C(c2ccc(C)o2)CC(=O)N1` (stereo not given)?
RTF Ca sens act: 3; Mot1-301 SUMO: -13; C-LANA FP: -0.9; CDK5 inh: 2.1; NSD2 inh: 2; dFosB activator: -5; Keap1-Nrf2 PPI: 2; PvdQ acylase: 2; PfHsp90 set2: 4; RTF Ca sens inh: 1

How did CSc1ccccc1C(=O)NCC(c1ccco1)N(C)C (stereo not given) do in these assays?
RTF Ca sens act: -2; Rtt109 Vps75: -11; Mot1-301 SUMO: 3; C-LANA FP: -0.6; CDK5 inh: 0.0; NSD2 inh: 0; dFosB activator: -2; Keap1-Nrf2 PPI: -4; PvdQ acylase: -19; PfHsp90 set2: 35; RTF Ca sens inh: -8

What do the screens show for `Cc1ccc(O)c(NC(=O)c2onc(C)c2Cl)c1`?
RTF Ca sens act: -8; Rtt109 Vps75: 0; Mot1-301 SUMO: 10; C-LANA FP: 0.4; CDK5 inh: -0.7; NSD2 inh: -1; dFosB activator: 3; Keap1-Nrf2 PPI: -2; PvdQ acylase: 5; PfHsp90 set2: -2; RTF Ca sens inh: 4

Results for COC(=O)CN1C(=S)N(c2ccccc2)C(=O)C1CC(=O)Nc1ccc(Cl)cc1 (stereo not given) ?
RTF Ca sens act: 5; Rtt109 Vps75: 10; Mot1-301 SUMO: -26; C-LANA FP: 1.2; CDK5 inh: 0.7; NSD2 inh: -1; dFosB activator: -2; Keap1-Nrf2 PPI: -2; PvdQ acylase: -9; PfHsp90 set2: 9; RTF Ca sens inh: -1

How did CN(C)/C=C/C(=O)c1nnn(C2CCCCC2)c1NC1CCCCC1 do in these assays?
RTF Ca sens act: 2; Rtt109 Vps75: -4; Mot1-301 SUMO: 44; C-LANA FP: 0.4; CDK5 inh: 1.6; NSD2 inh: -2; dFosB activator: -12; Keap1-Nrf2 PPI: -10; PvdQ acylase: -18; PfHsp90 set2: 9; RTF Ca sens inh: -13

What do the screens show for `O=C(COC(=O)c1ccccn1)Nc1cc(Cl)ccc1Cl`?
RTF Ca sens act: 3; Rtt109 Vps75: -5; Mot1-301 SUMO: 227; C-LANA FP: 1.2; CDK5 inh: -0.9; NSD2 inh: -2; dFosB activator: 0; Keap1-Nrf2 PPI: 4; PvdQ acylase: -9; PfHsp90 set2: -18; RTF Ca sens inh: -31

Results for CC(=O)N1C(=O)N(C)C2C1N(C(C)=O)C(=O)N2C (stereo not given) ?
RTF Ca sens act: -4; Rtt109 Vps75: -15; Mot1-301 SUMO: 8; C-LANA FP: -1.2; CDK5 inh: -1.4; NSD2 inh: -2; dFosB activator: 2; Keap1-Nrf2 PPI: -2; PvdQ acylase: -1; PfHsp90 set2: 1; RTF Ca sens inh: 3

Results for COc1ccc(CCNC(=O)C/C(C)=N/NC(=O)c2cnccn2)cc1 ?
RTF Ca sens act: 1; Rtt109 Vps75: 1; Mot1-301 SUMO: -5; C-LANA FP: 1.2; CDK5 inh: 0.3; NSD2 inh: -1; dFosB activator: -1; Keap1-Nrf2 PPI: 1; PvdQ acylase: 2; PfHsp90 set2: 0; RTF Ca sens inh: -6

What do the screens show for `COc1cc2c(cc1OC)CN(CC(O)c1ccccc1)CC2` (stereo not given)?
RTF Ca sens act: -3; Rtt109 Vps75: -187; Mot1-301 SUMO: 35; C-LANA FP: -0.4; CDK5 inh: -0.5; NSD2 inh: 0; dFosB activator: -4; Keap1-Nrf2 PPI: 1; PvdQ acylase: -1; PfHsp90 set2: 1; RTF Ca sens inh: -10

How did CC(NC(=O)c1cccc(S(=O)(=O)N2CCc3ccccc32)c1)c1ccco1 (stereo not given) do in these assays?
RTF Ca sens act: -2; Rtt109 Vps75: -4; Mot1-301 SUMO: -2; C-LANA FP: -0.1; CDK5 inh: 0.5; NSD2 inh: 1; dFosB activator: -8; Keap1-Nrf2 PPI: -4; PvdQ acylase: -3; PfHsp90 set2: -12; RTF Ca sens inh: -1

Pulled by structure from the entries so far (2):
How did CC(NC(=O)c1cccc(S(=O)(=O)N2CCc3ccccc32)c1)c1ccco1 (stereo not given) do in these assays?
RTF Ca sens act: -2; Rtt109 Vps75: -4; Mot1-301 SUMO: -2; C-LANA FP: -0.1; CDK5 inh: 0.5; NSD2 inh: 1; dFosB activator: -8; Keap1-Nrf2 PPI: -4; PvdQ acylase: -3; PfHsp90 set2: -12; RTF Ca sens inh: -1

Results for COC(=O)CN1C(=S)N(c2ccccc2)C(=O)C1CC(=O)Nc1ccc(Cl)cc1 (stereo not given) ?
RTF Ca sens act: 5; Rtt109 Vps75: 10; Mot1-301 SUMO: -26; C-LANA FP: 1.2; CDK5 inh: 0.7; NSD2 inh: -1; dFosB activator: -2; Keap1-Nrf2 PPI: -2; PvdQ acylase: -9; PfHsp90 set2: 9; RTF Ca sens inh: -1

Carrying on:
Results for O=C1c2ccccc2CN2C(=O)c3ccccc3CN12 ?
RTF Ca sens act: 5; Rtt109 Vps75: -6; Mot1-301 SUMO: -2; C-LANA FP: 0.2; CDK5 inh: -2.0; NSD2 inh: 12; dFosB activator: 3; Keap1-Nrf2 PPI: 1; PvdQ acylase: -14; PfHsp90 set2: -34; RTF Ca sens inh: -2

What do the screens show for `C=CCn1c(COc2ccc(Cl)cc2)nnc1SCC(=O)c1c(N)n(C)c(=O)n(C)c1=O`?
RTF Ca sens act: 5; Rtt109 Vps75: -7; Mot1-301 SUMO: -16; C-LANA FP: -0.2; CDK5 inh: 3.0; NSD2 inh: -3; dFosB activator: 0; Keap1-Nrf2 PPI: 1; PvdQ acylase: -13; PfHsp90 set2: -20; RTF Ca sens inh: -8

How did O=[N+]([O-])c1cc(CN2CCCCCC2)ccc1O do in these assays?
RTF Ca sens act: 10; Rtt109 Vps75: -8; Mot1-301 SUMO: 130; C-LANA FP: -1.0; CDK5 inh: -5.5; NSD2 inh: 0; dFosB activator: -3; Keap1-Nrf2 PPI: -5; PvdQ acylase: 6; PfHsp90 set2: 17; RTF Ca sens inh: -12

How did CCn1cc(CCC(=O)NCCc2ccccc2)c2ccccc21 do in these assays?
RTF Ca sens act: 14; Rtt109 Vps75: -4; Mot1-301 SUMO: 204; C-LANA FP: -0.5; CDK5 inh: -0.5; NSD2 inh: -2; dFosB activator: -1; Keap1-Nrf2 PPI: -5; PvdQ acylase: -12; PfHsp90 set2: -17; RTF Ca sens inh: -4

What do the screens show for `CC(C)(C)N1C(=O)[C@H]2[C@@H](c3ccc(Br)cc3)N3C(=O)N(c4cccc(Cl)c4)C(=O)[C@@]3(C)[C@H]2C1=O`?
RTF Ca sens act: 8; Rtt109 Vps75: 19; Mot1-301 SUMO: 139; C-LANA FP: -1.0; CDK5 inh: 0.3; dFosB activator: -3; Keap1-Nrf2 PPI: -6; PvdQ acylase: -12; PfHsp90 set2: 20; RTF Ca sens inh: 7

What do the screens show for `Cc1ccc2cc(CCNS(=O)(=O)c3ccc(F)cc3)c(=O)[nH]c2c1`?
RTF Ca sens act: 4; Rtt109 Vps75: 4; Mot1-301 SUMO: 20; C-LANA FP: -0.7; CDK5 inh: -5.8; dFosB activator: -2; Keap1-Nrf2 PPI: -4; PvdQ acylase: -15; PfHsp90 set2: 1; RTF Ca sens inh: -4

What do the screens show for `CCCc1nnc(NC(=O)CCC(=O)NC2CCCCC2)s1`?
RTF Ca sens act: -4; Rtt109 Vps75: -7; Mot1-301 SUMO: 4; C-LANA FP: 0.7; CDK5 inh: -1.2; NSD2 inh: -1; dFosB activator: 2; Keap1-Nrf2 PPI: 4; PvdQ acylase: -13; PfHsp90 set2: 20; RTF Ca sens inh: 1

How did Cc1ccc2c(cnn2C(=O)CCC(=O)N2CCCCC2C)c1 (stereo not given) do in these assays?
RTF Ca sens act: 3; Rtt109 Vps75: 3; Mot1-301 SUMO: 71; C-LANA FP: 0.2; CDK5 inh: -3.2; dFosB activator: -7; Keap1-Nrf2 PPI: -5; PvdQ acylase: -8; PfHsp90 set2: 3; RTF Ca sens inh: -12

How did Cc1ccc(S(=O)(=O)Nc2cccc(C(=O)NCC(c3ccco3)N3CCCC3)c2)cc1F (stereo not given) do in these assays?
RTF Ca sens act: 0; Rtt109 Vps75: 29; Mot1-301 SUMO: 3; C-LANA FP: -1.3; CDK5 inh: 0.9; NSD2 inh: 24; dFosB activator: -6; Keap1-Nrf2 PPI: 1; PvdQ acylase: 10; PfHsp90 set2: 12; RTF Ca sens inh: -2

What do the screens show for `CCC(C)NC(=O)CN1C(=O)CSc2ccc(S(=O)(=O)N3CCCC3)cc21` (stereo not given)?
RTF Ca sens act: -3; Rtt109 Vps75: 16; Mot1-301 SUMO: 311; C-LANA FP: -0.3; NSD2 inh: -2; dFosB activator: -6; Keap1-Nrf2 PPI: -5; PvdQ acylase: 1; PfHsp90 set2: -5; RTF Ca sens inh: -1

What do the screens show for `CC(=O)Nc1ccc(C(=O)OCC(=O)c2cccc([N+](=O)[O-])c2)cc1`?
RTF Ca sens act: 5; Rtt109 Vps75: 1; Mot1-301 SUMO: 5; C-LANA FP: 3.6; CDK5 inh: 1.0; NSD2 inh: -1; dFosB activator: -2; Keap1-Nrf2 PPI: -3; PvdQ acylase: -16; PfHsp90 set2: 2; RTF Ca sens inh: 3

Results for O=C(NC1CCN(C(=S)Nc2ccccc2Cl)CC1)C1CCCCC1 ?
RTF Ca sens act: 0; Rtt109 Vps75: 4; Mot1-301 SUMO: 48; C-LANA FP: -0.6; CDK5 inh: -0.7; NSD2 inh: 2; dFosB activator: -1; Keap1-Nrf2 PPI: -2; PvdQ acylase: -15; PfHsp90 set2: 5; RTF Ca sens inh: -3

How did Cn1c(SCC(=O)Nc2ccc(N3CCOCC3)cc2)nnc1-c1ccccc1 do in these assays?
RTF Ca sens act: 1; Rtt109 Vps75: 3; Mot1-301 SUMO: 5; C-LANA FP: -0.8; CDK5 inh: 2.3; dFosB activator: -5; Keap1-Nrf2 PPI: -2; PvdQ acylase: 10; PfHsp90 set2: 14; RTF Ca sens inh: -8

Results for CC(C)c1ccc2c(c1)CC[C@H]1[C@](C)(CN)CCC[C@]21C ?
RTF Ca sens act: 3&4; Rtt109 Vps75: 9&1; C-LANA FP: -0.9&-1.7; CDK5 inh: -1.0&-1.3; dFosB activator: -2&5; Keap1-Nrf2 PPI: -2&0; PvdQ acylase: -10&-4; PfHsp90 set2: 14&-22; RTF Ca sens inh: 3&12

What do the screens show for `CCC1=C(OC(=O)N(CC)CC)N2C(=O)OC(=NCCc3c[nH]c4ccccc34)[C@]2(C)[C@H]2C1=CC[C@H]1C(=O)N(C)C(=O)[C@H]12`?
RTF Ca sens act: 1; Rtt109 Vps75: 1; Mot1-301 SUMO: -14; C-LANA FP: -1.0; CDK5 inh: 0.4; dFosB activator: -2; Keap1-Nrf2 PPI: -5; PvdQ acylase: -8; RTF Ca sens inh: -3

Assay outcomes as filed in PubChem.
